Source: PubChem BioAssay
Dynein cargo inh – dynein cargo transport inhibition. 3617.4 mouse cells, GR-EGFP nuclear translocation imaging; test concentration mostly 20 µM; stimulated with dexamethasone, 1 µM; active compounds read low. z-score, hits read low. 0.47% of 220,000 active. AID 1381;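 active means plate z-score of nuclear minus cytoplasmic receptor signal below a set negative limit, without overly bright fluorescence or cell loss, cut at about -3.5 in these data, passing the limit was not always enough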;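 further: z-score of nuclear minus cytoplasmic ring GR-EGFP intensity difference per well; some compounds called inactive have numbers as strong as hits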
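medium = tetracycline-free induction medium containing charcoal-stripped FBS | also added = 1.0 µM final dexamethasone stimulus | schedule = 48 h induction, 1 h compound, 30 min dex at 37 °C | technique = fixed, Hoechst-stained cells imaged at 10x for EGFP | measure = GR-EGFP nuclear translocation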
AID2073 – inhibitors of Mint1-CaV2.2 protein interaction, biochemical, HTRF (AID 2073) | HTRF protein-protein interaction, Mint1-CaV2.2; higher % means a stronger effect | inhibition, % at 20 µM, or IC50 in µM where a hit was titrated | 0.19% of 290,000 active; in the data active means inhibition mostly above about 51%, no sharp cut-off; further: some results filed as inactive read as strong as hits
MT stabilizer – microtubule stabilization, imaging screen; AID 2205; 0.83% of 200,000 active; % tubulin-high responders, % at 10 µM; HeLa tubulin immunostaining HCS, 24 h; share of cells brighter than vehicle mean+2SD;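 active means plate Z-score above 3 for both tubulin-high and condensed-nucleus cell shares, with cell loss under 80%, at 10 µM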;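 further: anti alpha tubulin signal scored within the nucleus-defined area of each cell; some results filed as inactive read as strong as hits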
WT yeast gro inh – growth inhibition of WT yeast, mitochondrial fusion screen. inhibition, % at 10 µM. 2.1% of 190,000 active. mitochondrial fusion phenotypic screen, WT strain; in the data active means inhibition above about 58%; tested in S. cerevisiae
HIV peptide binding – cell-free HIV fusion peptide-binding blockers – biochemical, uHTS, fluorescence dequenching, primary screen (AID 1986) | cell-free peptide binding, fluorescence dequenching, 30 min; higher % means a stronger effect | inhibition, % at 20 µM; hits with a dose series show IC50 in µM | 0.3% of 290,000 active; in the data active means inhibition mostly above about 52%, no sharp cut-off; inactive means mostly below about 76%; further: some results filed as inactive read as strong as hits
Yfh1-depleted yeast – enhancers of respiration in Yfh1-depleted yeast, dose response, Friedreich's ataxia, plus single-dose screen (AID 1465) | S. cerevisiae Yfh1-off respiration, WST-1 reduction, 72 h; higher fold induction means a stronger effect | 0.074% of 220,000 active | fold induction at 50 µM, or EC50 in µM where a hit was titrated;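 active means fold induction of absorbance versus untreated yeast above a set limit, then at least 30% activation at any dose in follow-up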;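 further: activators that raise dye reduction in frataxin-depleted yeast; strong numbers were not always called active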
Ins promoter up – MIN6 insulin promoter up-regulation | MIN6 insulin promoter-GFP reporter, high-content imaging; active compounds read high | z-score at 5 µM | 0.3% of 190,000 active;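 active means z-score above 3 at 5 µM with at least 500 cells counted in the well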
Autophagy HCS – alters autophagy in cells; MEF GFP-LC3 puncta imaging; test concentration mostly 10 µM; calls only at 10 µM (by protocol); 0.98% of 190,000 active;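 active means percentage of spot-positive cells more than 3 SD above its plate mean, without a fluorescence outlier flag or 80% toxicity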;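 further: spot-positive cell cutoff set from DMSO-treated cells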
b-catenin transl – alters nuclear translocation of beta-catenin in HeLa cells. immunofluorescence imaging. nuclear translocation activity, % at 5 µM. 0.3% of 190,000 active. AID 1665;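 active means nuclear translocation activity above 50% at 5 µM, with a well cell count of 50 or more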;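 further: per-cell ratio of nuclear to cytoplasmic median beta-catenin stain intensity; plate controls were DMSO negative control for no effect and GSK-3 inhibitor IX positive control for full effect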
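Read-out: Nuclear/cytoplasmic beta-catenin signal ratio, % activation | Assay system: Human HeLa cell line | Times: 24 h compound exposure at 37°C, 5% CO2 | Signal: Fluorescence imaging of beta-catenin antibody stain plus DAPI | Dosing: 5 µM primary, 0.02–20 µM confirmation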
WT yeast gro inh mutant strain – second read-out of WT yeast gro inh, no call of its own (marks repeat the call); inhibition, %; mitochondrial fusion phenotypic screen, mutant strain inhibition
Dynein cargo inh cytoplasmic EGFP – also measured in Dynein cargo inh; calls as there; z-score; measured here: cytoplasmic GR-EGFP intensity; active compounds read high
Dynein cargo inh nuclear GR-EGFP – second read-out of Dynein cargo inh, no call of its own (marks repeat the call); z-score; measured here: nuclear GR-EGFP intensity;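 lower value marks the stronger effect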
Dynein cargo inh cell count – recorded beside Dynein cargo inh, whose call it bears; z-score; measured here: cell count per field
Ins promoter up cell count – second read-out of Ins promoter up, no call of its own (marks repeat the call); cell count; measured here: cytotoxicity, nuclei count;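 total cells summed across four imaged fields per well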
b-catenin transl cell count 5 µM – recorded beside b-catenin transl, whose call it bears; cell count; measured here: cell count, cytotoxicity flag
MT stabilizer Hoechst-high % – second read-out of MT stabilizer, no call of its own (marks repeat the call); % Hoechst-high responders; measured here: nuclear condensation Hoechst responders;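 share of cells brighter than vehicle mean plus two SD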
MT stabilizer cytotoxicity % – also measured in MT stabilizer; calls as there; toxicity, %; measured here: cytotoxicity by cell density;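 0% = mean cell density of plate MIN control wells and 100% = no cells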
Autophagy HCS cell loss 18 h – further read-out of Autophagy HCS, marked with its call; toxicity, %; measured here: cell loss, nuclei count;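 cell loss after 18 h compound exposure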
Numbers without * were called inactive; i = inactive; nt = no result given; + = active, no number. Not a hit list. About 4.2% of those tested had a hit in this group.

SMILES | Dynein cargo inh | Dynein cargo inh cytoplasmic EGFP | Dynein cargo inh nuclear GR-EGFP | Dynein cargo inh cell count | AID2073 | MT stabilizer | MT stabilizer Hoechst-high % | MT stabilizer cytotoxicity % | WT yeast gro inh | WT yeast gro inh mutant strain | HIV peptide binding | Yfh1-depleted yeast | Ins promoter up | Ins promoter up cell count | Autophagy HCS | Autophagy HCS cell loss 18 h | b-catenin transl | b-catenin transl cell count 5 µM
COc1ccc(NC(=O)CSc2nc3c(c(=O)n2-c2ccc(C)cc2)SCC3)c(OC)c1 | -0.48 | -0.33 | -0.49 | 0.8 | -3% | 2.1 | 2.9 | 11 | -13 | -9 | -2.3% | i | 0.98 | 1285 | i | 0 | -2.3 | 833
O=C(CSc1nnc(-c2ccc(Cl)cc2)n1Cc1ccco1)NCc1ccc2c(c1)OCO2 | -0.87 | -0.26 | -0.27 | 0.67 | -7% | 1.4 | 1.2 | 8.0 | 46 | -1 | -0.1% | i | -0.89 | 1246 | i | -1 | 0.0 | 1299
C/C(Cc1ccccc1)=N/NC(=O)CCCC(=O)N/N=C(/C)Cc1ccccc1 | -0.34 | -0.21 | -0.16 | 0.15 | 2% | 2.1 | 2.5 | 8.0 | -5 | -11 | -1.8% | i | 1 | 1196 | i | 21 | 0.6 | 1119
CCCCCCCCCC[n+]1cccc(C(=O)N(CC)CC)c1 | -0.23 | 0.25 | -0.48 | 0.14 | 8% | 2.5 | 3.4 | 2.4 | 19 | 10 | 3.0% | i | -0.39 | 1213 | i | -14 | nt | nt
COc1cc(/C=N/NC(=O)C(Cc2c[nH]c3ccccc23)NC(=O)OCc2ccccc2)cc([N+](=O)[O-])c1O (stereo not drawn) | 0.11 | -0.17 | 0.19 | 0.95 | 19% | 4.3 | 2.2 | 1.3 | 6 | 5 | 17µM* | i | 0.92 | 1334 | i | -5 | -2.5 | 1156
Cc1ccccc1N=C/C=C1\N(C)c2ccccc2C1(C)C | -0.9 | -0.062 | -0.14 | -0.47 | -8% | 1.5 | 2.0 | 4.4 | 27 | 23 | 2.0% | i | -3.5 | 527 | i | 7 | -0.1 | 1132
C/C(N)=C(/C#N)C(=O)COC(=O)c1cc(-c2cccc(Br)c2)nc2ccccc12 | 0.55 | -0.24 | 0.47 | -0.99 | 2% | 2.7 | 6.4 | 12 | 47 | 28 | 0.7% | i | nt | nt | i | -2 | 1.4 | 1015
CCOC(=O)c1cnc(-n2[nH]c(C)c(Cc3ccccc3)c2=O)[nH]c1=O | 1.7 | -0.17 | 0.93 | -1.3 | -5% | 2.7 | 1.6 | 11 | 10 | 14 | 29% | i | -0.96 | 1218 | i | 23 | -2.4 | 1107
Cc1ccc(NC(=S)NC(=O)c2ccc(F)cc2)cc1S(=O)(=O)Nc1cccc(Cl)c1 | 1.3 | -0.3 | 1.3 | -1.8 | 29% | 20* | 10* | 66* | 16 | 3 | 1.0% | i | 0.78 | 1633 | i | 32 | 5.2 | 649
N#CCC(=O)Nc1ccc(C(=O)OCC(=O)Nc2cccc(C(F)(F)F)c2)cc1 | 0.56 | -0.3 | 0.56 | 0.33 | 28% | 9.4 | 2.4 | 6.2 | -2 | 8 | 6.0% | i | 0.15 | 1239 | i | 12 | 0.6 | 1084
COc1ccc(N2CCN(/C(=N\S(=O)(=O)c3ccccc3)Nc3nc(C)cc(C)n3)CC2)cc1 | -0.48 | -0.25 | -0.23 | 0.65 | -7% | 3.6 | 2.0 | 5.1 | 12 | -20 | -2.7% | i | 1.7 | 1342 | + | 28* | -0.6 | 1121
Cc1ccc(NC(=O)CSc2nnc(CNC(=O)c3c(F)cccc3Cl)o2)cc1 | 0.13 | -0.12 | 0.68 | 1.2 | -2% | 1.8 | 2.6 | 24 | 9 | 5 | -0.1% | i | -0.43 | 1285 | i | -3 | nt | nt
COC(=O)/C=C(\C)NC(=O)c1cccs1 | -0.048 | -0.15 | -0.052 | 0.24 | 5% | 1.7 | 1.6 | 5.8 | 6 | -2 | 0.9% | i | -0.37 | 1197 | i | 38 | -4.8 | 958
O=C(CSc1nnc(-c2ccc(Cl)cc2)n1CC1CCCO1)NC1CCS(=O)(=O)C1 (stereo not drawn) | -0.34 | -0.29 | -0.26 | 0.59 | 19% | 1.3 | 1.9 | 6.8 | 4 | 7 | 1.4% | i | nt | nt | i | 5 | 6.0 | 542
Cn1c(=O)c2c(nc(Cc3ccccc3)n2C)n(C)c1=O | 0.073 | -0.21 | -0.15 | 0.24 | -2% | nt | nt | nt | nt | nt | 1.1% | i | 0.35 | 1363 | nt | nt | -2.3 | 1017
COc1cc(C(=O)OCc2ccc(C)cc2)cc(NC(=O)c2cccs2)c1OC | -0.52 | -0.12 | -0.58 | 0.8 | 31% | 1.8 | 3.2 | 4.6 | 16 | 11 | 2.0% | i | -1.3 | 1216 | i | 1 | nt | nt
CCOc1cc(NS(C)(=O)=O)c(OCC)cc1NC(=O)c1cccs1 | -1.1 | -0.17 | -0.39 | 2.2 | -2% | 2.2 | 2.1 | 10 | 28 | -10 | -1.7% | i | -0.55 | 1190 | i | 9 | -1.9 | 929
COc1cccc(C2C(C(N)=O)=C(C)Nc3nc(CCCO)nn32)c1OC (stereo not drawn) | 0.56 | -0.026 | 0.71 | -0.85 | -9% | 7.9 | 1.8 | 4.1 | -1 | 6 | 2.5% | i | -0.8 | 1249 | nt | nt | -3.6 | 1230
O=C(O)c1ccccc1-c1ccccc1C(=O)NNc1ccc([N+](=O)[O-])cc1 | -0.26 | -0.24 | 0.29 | 1 | 5% | nt | nt | nt | nt | nt | 0.9% | i | nt | nt | nt | nt | 0.2 | 1327
CCCCC(C(=O)O)C(C)CC(=O)Nc1cccc(C(=O)O)c1 (stereo not drawn) | -0.38 | -0.19 | 0.049 | -0.12 | -3% | 4.1 | 2.5 | 7.3 | 6 | -6 | -2.0% | i | -0.04 | 1162 | i | -2 | 0.5 | 1195
COc1ccc(NC(=O)c2ccc(S(=O)(=O)N3CCOCC3)cc2)c(OC)c1 | 0.63 | -0.29 | 0.43 | 0.18 | 0% | 4.0 | 2.3 | 21 | 31 | 12 | 0.0% | i | 0.29 | 1908 | i | 62 | -1.2 | 1047
Cc1c(NC(=O)/C(C#N)=C/C2CC=CCC2)c(=O)n(-c2ccccc2)n1C (stereo not drawn) | -0.29 | -0.19 | 0.52 | 0.96 | 7% | 2.2 | 2.0 | 5.6 | -4 | 0 | 1.3% | nt | 0.07 | 961 | i | -13 | -3.6 | 1135
CCCCCOc1ccc(C(=O)N(Cc2ccco2)C2CCS(=O)(=O)C2)cc1 (stereo not drawn) | -0.44 | -0.22 | 0.38 | 0.016 | 5% | 2.4 | 2.4 | 6.0 | 6 | -9 | 3.9% | i | -1 | 1233 | i | -5 | -2.3 | 1173
COc1c(/C=N/NC(=O)[C@H]2C[C@@H]2c2ccccc2)c(CCN(C)C(C)=O)cc2c1OCO2 | -0.79 | -0.28 | -0.44 | 0.8 | -11% | nt | nt | nt | nt | nt | -2.2% | i | -0.7 | 1055 | nt | nt | 1.2 | 1282
COC(=O)c1sccc1-n1cccc1C(=O)C(=O)N1CC(C)OC(C)C1 (stereo not drawn) | 1 | -0.21 | 0.55 | -0.12 | 1% | 4.1 | 2.1 | 7.6 | -13 | -184 | 1.2% | i | -1.4 | 832 | i | 5 | nt | nt

Other compounds
SMILES | Dynein cargo inh | Dynein cargo inh cytoplasmic EGFP | Dynein cargo inh nuclear GR-EGFP | Dynein cargo inh cell count | AID2073 | MT stabilizer | MT stabilizer Hoechst-high % | MT stabilizer cytotoxicity % | WT yeast gro inh | WT yeast gro inh mutant strain | HIV peptide binding | Yfh1-depleted yeast | Ins promoter up | Ins promoter up cell count | Autophagy HCS | Autophagy HCS cell loss 18 h | b-catenin transl | b-catenin transl cell count 5 µM
CC(C)(C)c1ccc(C(=O)N2CCCCCC2=O)cc1 | -0.12 | -0.095 | -0.0052 | 0.016 | -1% | 2.9 | 1.8 | 1.7 | -14 | -2 | 2.7% | i | nt | nt | i | -3 | -1.4 | 1193
O=C(O)CC(NC(=O)COc1ccccc1)c1cccc([N+](=O)[O-])c1 (stereo not drawn) | -0.64 | -0.23 | -0.27 | 0.83 | -10% | 1.4 | 1.9 | 8.3 | 5 | 1 | 0.4% | i | nt | nt | i | -29 | -0.1 | 1064
CCOC(=O)c1[nH]c(C)c(C(=O)N2CCN(c3cccc(Cl)c3)CC2)c1C | -1.6 | -0.12 | -0.48 | -0.15 | -15% | 2.0 | 1.7 | 8.0 | 28 | 11 | -0.3% | i | -0.15 | 1258 | i | 22 | 1.6 | 895
Cc1cc(C)nc(N2CCCC(C(=O)NC3CCCC3)C2)n1 (stereo not drawn) | 2.6 | -0.22 | 1.7 | -1.3 | 21% | 5.6 | 2.3 | 25 | 9 | 23 | -0.1% | i | 0.58 | 1212 | i | -4 | 1.0 | 1135
COC(=O)c1ccc2c(=O)n(CCN3CCOCC3)c(SCC(=O)C(C)(C)C)nc2c1 | 1.7 | -0.24 | -0.43 | 0.4 | -9% | 4.1 | 1.7 | 1.6 | 3 | 6 | -3.0% | i | nt | nt | i | 7 | nt | nt
CCCCNC(=O)c1ccccc1Cl | -0.28 | -0.16 | -0.34 | 0.37 | 16% | 3.0 | 2.6 | 3.3 | nt | nt | 1.5% | i | -0.53 | 772 | i | -46 | -1.3 | 952
CC1CCN(C2(O)C(=O)Nc3ccc(Br)cc32)CC1 (stereo not drawn) | 1.3 | -0.25 | 0.86 | -0.56 | -9% | 2.1 | 0.8 | 4.2 | 17 | 15 | 0.3% | i | 0.49 | 1540 | i | -55 | -2.0 | 1127
